High-throughput results as filed in PubChem BioAssay.
XIAP displacement: small molecules displacing peptide from XIAP – biochemical, IAP family, fluorescence polarization (AID 1018) | XIAP BIR domain, fluorescence polarization peptide displacement; higher % means a stronger effect | displacement, % at 20 µM, or IC50 in µM where a hit was titrated | actives 0.007% (n = 200,000); in the data active = displacement above about 50%; note: a part of the inactive calls stands beside numbers as strong as those of hits
WT yeast gro inh: growth inhibition of WT yeast, mitochondrial fusion screen; actives 2.1% (n = 190,000); mitochondrial fusion phenotypic screen, WT strain; inhibition, % at 10 µM; in the data active = inhibition above about 58%; tested in S. cerevisiae
Yfh1-depleted yeast: mitochondrial function rescue without frataxin homolog – Friedreich's ataxia, plus single-dose screen, dose response (AID 1465); fold induction at 50 µM, or EC50 in µM where a hit was titrated; actives 0.074% (n = 220,000); S. cerevisiae Yfh1-off respiration, WST-1 reduction, 72 h; higher fold induction means a stronger effect;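 active = fold induction of absorbance versus untreated yeast above a set limit, then at least 30% activation at any dose in follow-up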;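 note: activators that raise dye reduction in frataxin-depleted yeast; strong numbers were not always called active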
LYP inhibition: PTPN22 lymphoid phosphatase activity blockers – biochemical, fluorescence intensity, uHTS (AID 1779). one-dose inhibition, % at 11.5 µM; IC50 in µM for titrated hits. recombinant LYP phosphatase, fluorescence intensity; higher % means a stronger effect. actives 0.054% (n = 290,000);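 note: plate controls were vehicle with enzyme for no effect and no enzyme for full effect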
P. falciparum M17LAP: P. falciparum M17LAP inhibitors, primary screen, biochemical, fluorogenic H-Leu-NHMec substrate, 1536-well (AID 1619) | recombinant M17LAP, H-Leu-NHMec fluorogenic kinetic assay; higher % means a stronger effect | inhibition, % at 30 µM, or IC50 in µM where a hit was titrated | actives 0.38% (n = 220,000);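 active = compound inhibiting the enzyme by more than half at any dose during confirmatory dose-response retesting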;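 note: plate controls were full reaction with DMSO carrier for no effect and no enzyme background for full effect; strong numbers were not always called active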
PMI inhibitors: MPI enzyme activity inhibition – biochemical, fluorescence intensity, coupled assay, primary screen (AID 1209). purified PMI enzyme, coupled fluorescence intensity; higher % means a stronger effect. inhibition, % at 20 µM, or IC50 in µM where a hit was titrated. actives 0.42% (n = 190,000);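 note: plate controls were DMSO vehicle for no effect and wells lacking substrate for full effect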
M1AAP inhibition: malaria alanyl aminopeptidase activity blockers – biochemical, fluorogenic H-Leu-NHMec substrate, 1536-well (AID 1445). one-dose inhibition, % at 30 µM; IC50 in µM for titrated hits. recombinant M1AAP, H-Leu-NHMec fluorogenic kinetic assay; higher % means a stronger effect. actives 0.42% (n = 220,000);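 active = primary inhibition above the hit cutoff, then over 50% inhibition at one or more dose response concentrations, cut at about 23% in these data, passing the limit was not always enough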;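 note: plate controls were DMSO full reaction for no effect and no enzyme background for full effect; strong numbers were not always called active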
TNAP activators: stimulation of alkaline phosphatase TNAP activity – biochemical, luminescent, no phosphate acceptor, uHTS, primary screen (AID 1001) | activation fold at 20 µM, or EC50 in µM where a hit was titrated | purified TNAP, luminescent activation assay, no phosphate acceptor; higher activation fold means a stronger effect | actives 0.03% (n = 200,000); in the data active = activation fold from about 3, or a potency from the dose series; inactive = the rest, 99 in 100 with activation fold below about 1.6; note: many of its hits are not listed in these tables
human PMI inhibitors: human PMI inhibitors, high substrate, primary screen, biochemical, fluorescence intensity, high mannose 6-phosphate (AID 1220); recombinant PMI enzyme, coupled fluorescence intensity; higher % means a stronger effect; actives 0.66% (n = 190,000); inhibition, % at 20 µM; hits with a dose series show IC50 in µM
WT yeast gro inh mutant strain: second read-out of WT yeast gro inh, no call of its own (marks repeat the call); inhibition, %; mitochondrial fusion phenotypic screen, mutant strain inhibition
The depositor's hits bear a star; i = inactive; · = not tested or not shown. Cut-off read from the data, not from the text of the source, unless noted: active = inhibition above about 50%; inactive = the rest. Hits appear at their usual frequency; overall some 3.7% were active at least once.

SMILES	XIAP displacement	WT yeast gro inh	WT yeast gro inh mutant strain	Yfh1-depleted yeast	LYP inhibition	P. falciparum M17LAP	PMI inhibitors	M1AAP inhibition	TNAP activators	human PMI inhibitors
NS(=O)(=O)c1ccc(CCNC(=O)C(=O)c2c[nH]c3ccccc23)cc1	-4.5%	-1	-7	i	-9%	-13%	-6%	16%	0.9	-4%
COc1ccccc1NC(=O)CCN1C(=O)C2CC=C(Cl)CC2C1=O (stereo not given)	-6.0%	-3	5	i	-7%	13%	4%	4%	1.1	9%
CCNC(=O)NC(=O)c1csc([N+](=O)[O-])c1	·	·	·	i	-2%	1%	·	5%	·	·
COc1cc(/C=N/NC(=O)Cn2cnc3c2c(=O)n(C)c(=O)n3C)ccc1O	·	·	·	i	-3%	3%	·	8%	·	·
C[C@H](NC(=O)c1ccco1)C(=O)NCCc1ccc(S(N)(=O)=O)cc1	·	·	·	i	-4%	-7%	·	5%	·	·
COC(=O)c1ccc(-n2c(C)cc(/C=N/Nc3nc(C)cc(=O)[nH]3)c2C)cc1	·	·	·	i	3%	3%	·	-1%	·	·
O=C(CNc1ccccc1F)N/N=C/C1CC=CCC1 (stereo not given)	-4.1%	4	-6	i	0%	-6%	4%	1%	1.1	7%
CCN(CC)C(C(=O)NC1CCCCC1)c1ccc(C)cc1 (stereo not given)	-1.3%	-8	-14	i	-5%	6%	0%	-1%	1.1	-9%
NS(=O)(=O)c1ccc(CNC(=O)c2csc3c2CCCC3)cc1	-0.7%	-5	1	i	-1%	-1%	3%	4%	1.1	8%
O=C(COC(=O)c1cc(=O)[nH]c2ccccc12)NCc1cccs1	·	·	·	i	-1%	0%	·	5%	·	·
C(=N\N1CCN(c2ccccn2)CC1)/c1ccco1	-8.0%	-8	-2	i	2%	7%	7%	1%	0.8	36%
Cc1ccc(S(=O)(=O)NCCC(=O)N2CCCCC2)cc1	-5.0%	·	·	·	-3%	·	2%	·	1.1	2%
COc1ccc(C(C)(C)C)cc1NC(=O)c1ccoc1C	-8.1%	65*	62*	i	0%	6%	6%	11%	1	6%
COc1ccc(Nc2ncnc3sc(-c4ccccc4)cc23)cc1OC	1.9%	-5	-3	i	-6%	-5%	8%	10%	1.2	8%
CN1CCN(c2nc(N3CCN(CCO)CC3)nc3ccccc23)CC1	-0.5%	-4	-26	·	-11%	-11%	3%	11%	1.1	-8%
CC(=O)N1[C@H](C)C=C[C@]1(Cc1ccccc1)C(=O)O	-13%	-7	-13	i	-3%	-4%	2%	8%	1.1	7%
COc1ccc([N+](=O)[O-])cc1NC(=S)NC(NC(C)=O)C(Cl)(Cl)Cl (stereo not given)	·	·	·	i	-6%	5%	·	1%	·	·
O=C(Nc1cccnc1)c1ccc2c(c1)C(=O)N(Cc1cccnc1)C2=O	-2.6%	-2	1	i	-1%	8%	1%	4%	1.1	-2%
COc1cccc(NC(=O)CN(C)C(C)C(=O)Nc2ccc(C#N)cc2)c1 (stereo not given)	-4.2%	-10	-6	i	2%	5%	1%	4%	1.1	1%
CCCCC1=C([O-])C2N=CC=CC2=[N+](c2ccccn2)C1=O (stereo not given)	-1.3%	-1	15	i	-8%	8%	-11%	3%	1.1	0%
COc1ccc2c(C(=O)CN3CCN(c4ccccc4)CC3)c[nH]c2c1	-4.6%	-1	-8	i	1%	-4%	9%	-2%	1.2	1%
CC(C)(CNS(=O)(=O)c1ccc(F)cc1)CNS(=O)(=O)c1ccc(F)cc1	0.5%	3	-11	i	-8%	-8%	6%	-3%	1.1	4%
COc1ccc(-c2cc(C(=O)NC(Cc3c[nH]c4ccccc34)C(=O)O)c(C)o2)cc1OC (stereo not given)	-6.0%	-2	-3	i	-4%	21%	-23%	8%	1.1	-36%
C=CS(=O)(=O)c1sc(Cl)c(N2CCOCC2)c1[N+](=O)[O-]	0.0%	-14	-10	i	2%	-4%	-11%	3%	1	-37%
CCn1c(SCC(N)=O)nnc1C(C)C	-6.4%	-10	4	i	-10%	3%	-18%	2%	1.1	-11%
O=C(O)C(Sc1ccncn1)c1ccccc1 (stereo not given)	-3.2%	-9	17	i	-2%	3%	-21%	-2%	1.2	-16%
Cc1ccc2[nH]c(=O)c(CN(CC3CCCO3)S(=O)(=O)c3c(C)ccc4nsnc34)cc2c1 (stereo not given)	-4.6%	4	-1	i	0%	-1%	1%	0%	1	6%
CC(C(=O)c1ccc(-c2ccccc2)cc1)[n+]1cccc(NC(=O)c2ccccc2)c1 (stereo not given)	·	·	·	i	-8%	13%	·	7%	·	·
CCOC(=O)c1c(C)c(-c2ccccc2)n(CC(=O)NCCC(C)C)c1C	-3.5%	-11	-15	i	3%	12%	15%	12%	1.1	18%
Cc1nc2ncnn2c(C)c1CCC(=O)N1CCN(c2ccccn2)CC1	-4.0%	2	-11	i	-7%	-1%	5%	-1%	1.1	0%
COC(=O)c1ccc(OC)c(CSc2nnc(COc3ccc(OC)cc3)o2)c1	-10%	25	10	i	5%	4%	21%	-1%	1	16%
CCOCCCNCC(=O)Nc1ccc(S(=O)(=O)NC(C)CC)cc1 (stereo not given)	-2.3%	0	2	i	-5%	6%	4%	2%	1.1	-2%
NC(N)=NCCCc1cn(CC(=O)N2CCNCC2)nn1	-6.0%	6	-4	i	-4%	3%	-8%	3%	1.1	-8%
CCC/C(C)=N/NC(=O)c1ccccc1O	-0.2%	16	8	i	-14%	13%	-12%	10%	1.1	-3%
C=CCN1C(=O)/C(=C\c2ccc(OC(=O)c3ccco3)c(OC)c2)SC1=S	3.9%	13	19	i	-1%	6%	14%	2%	1	12%
CCOC(=O)c1cnc2ccc(Cl)cc2c1Nc1ccc(S(=O)(=O)Nc2ncccn2)cc1	-4.6%	2	11	i	-8%	3%	-4%	13%	1.1	8%
COC(=O)c1ccc(NC(=O)c2cccc(Cl)c2)o1	-6.3%	18	16	i	3%	1%	5%	1%	1	-2%
CN(Cc1ccccc1)C(=O)CN1C(=O)C2C3C=CC(C3)C2C1=O (stereo not given)	-17%	-5	-8	i	0%	7%	-3%	-1%	1.1	13%
Cc1c(C(=O)O)cc(C(C)(C)C)n1CCSCCO	·	·	·	i	-7%	9%	·	0%	·	·
CCCCC1=CC2=CC(=O)C(C)(OC(=O)CC)C(=O)C2=CN1C1CCCC1 (stereo not given)	·	·	·	i	-5%	9%	·	14%	·	·
COc1ccc(CNc2n[nH]c(NCc3ccc(OC)c(OC)c3)n2)cc1OC	-6.6%	-2	4	i	-6%	0%	18%	0%	1.1	10%
COc1ccc2nc(C)c3c(c2c1)OC(C)C3 (stereo not given)	-5.7%	-5	3	i	-15%	1%	-6%	9%	1	-2%
Cc1ccc(N=Nc2c(O)ccc3n[nH]nc23)cc1	·	·	·	i	-4%	-2%	·	21%	·	·
C=CCNC(=O)/C(=C\c1ccc2c(c1)OCO2)NC(=O)c1ccc(Br)cc1	-0.5%	-14	-24	·	-7%	-2%	-4%	2%	1.1	-3%
O=C(N1CCOCC1)C12CCC3CC(CC(C3)C1)C2	-2.7%	2	-13	i	-7%	-4%	-3%	-3%	1	2%
CCOc1ccc(Oc2nc(Nc3ccc(C)cc3)nc(N(C)C)n2)nn1	-6.4%	0	-4	i	2%	3%	2%	3%	1.1	-9%
COC(=O)c1sc(NC(=O)CSc2n[nH]c(N)n2)c(C(=O)OC)c1C	-8.8%	-15	8	i	0%	-6%	7%	11%	1.6	16%
COc1ccc(S(=O)(=O)NCC2CCCN(C(=O)c3cccs3)C2)cc1 (stereo not given)	-4.6%	-3	-2	i	-9%	-4%	2%	-1%	1.2	-2%
CN(C)c1ccc(C(=O)Nc2nnc(C3=COCCO3)o2)cc1	-2.0%	1	3	i	-1%	4%	3%	5%	1	0%
O=C1c2ccccc2C(O)N1Cc1ccccc1Cl (stereo not given)	-2.6%	-4	-4	i	-6%	1%	14%	4%	1.1	15%

An excerpt from above in order of their number in TNAP activators, smallest number first:
SMILES | XIAP displacement | WT yeast gro inh mutant strain | LYP inhibition | P. falciparum M17LAP | PMI inhibitors | M1AAP inhibition | TNAP activators | human PMI inhibitors
COc1ccc2nc(C)c3c(c2c1)OC(C)C3 (stereo not given) | -5.7% | 3 | -15% | 1% | -6% | 9% | 1 | -2%
CCOc1ccc(Oc2nc(Nc3ccc(C)cc3)nc(N(C)C)n2)nn1 | -6.4% | -4 | 2% | 3% | 2% | 3% | 1.1 | -9%
COc1ccc(S(=O)(=O)NCC2CCCN(C(=O)c3cccs3)C2)cc1 (stereo not given) | -4.6% | -2 | -9% | -4% | 2% | -1% | 1.2 | -2%

Continuation.
SMILES	XIAP displacement	WT yeast gro inh	WT yeast gro inh mutant strain	Yfh1-depleted yeast	LYP inhibition	P. falciparum M17LAP	PMI inhibitors	M1AAP inhibition	TNAP activators	human PMI inhibitors
O=C(NCN1CCN(c2ccccn2)CC1)c1cnccn1	-0.5%	-11	0	i	-10%	-1%	1%	3%	1.1	1%
CC(=O)Nc1ccc(NC(=O)C2CCCN(C(=O)c3ccc(Cl)cc3)C2)cc1 (stereo not given)	-8.1%	-6	11	i	-2%	36%	3%	1%	1.1	3%
Cc1nc2sc(C(c3ccccc3)N3CCN(CCO)CC3)c(O)n2n1 (stereo not given)	·	20	-2	i	-5%	15%	·	5%	·	·
CN(C)CCCN1C(=O)C(=O)/C(=C(/O)c2ccncc2)C1c1ccccc1 (stereo not given)	-1.2%	·	·	i	-9%	·	-6%	·	1.1	-9%
Cc1ccccc1NC(=S)N(C)CCc1ccccn1	63%	-15	-8	i	-7%	0%	10%	3%	1.1	0%
CC(C)(C)Sc1nc(O)cc(=O)[nH]1	-4.9%	-3	-13	i	-2%	-12%	3%	5%	1.1	2%
Cc1ccc(S(=O)(=O)Nc2ccnc3ccccc23)cc1	-7.0%	8	10	i	-3%	5%	2%	16%	1.1	-2%
CC(C)CNC(=O)CSc1nnc(CN2CCCCCC2=O)n1-c1ccccn1	-2.4%	-2	-82	i	-4%	4%	-1%	5%	1.1	3%
COC(=O)CNC(=O)CSc1nc(N)cc(=O)[nH]1	-5.1%	0	-25	i	-1%	11%	-2%	4%	1	-6%
CCCCc1c(O)nc2n(c1=O)CCS2	-0.4%	11	-1	i	-6%	10%	2%	-5%	1.1	-1%
O=C(O)CCCC(=O)N1N=C(c2ccccc2)CC1c1cccs1 (stereo not given)	·	·	·	i	1%	-4%	·	-3%	·	·
CCN(CC)C(=O)CSc1ncnc2c1cnn2-c1ccccc1	-0.3%	-18	-5	i	-2%	13%	-6%	5%	1	-10%
CCN(CC)c1ccc2oc(=O)c(C)nc2c1	-2.2%	28	17	i	-3%	9%	10µM*	14%	0.8	13µM*
CCCC(C)C(=O)Nc1ccncc1 (stereo not given)	-7.1%	-16	-8	i	-4%	-9%	-2%	2%	1.1	-2%
O=C(Cc1cccc(C(F)(F)F)c1)Nc1ccccc1	-8.6%	-4	12	i	-5%	32%	15%	-6%	1.1	8%
COC(=O)c1cccnc1-n1c(=O)c2cccnc2n(Cc2cccc([N+](=O)[O-])c2)c1=O	-3.1%	-8	4	i	-7%	1%	3%	4%	1.1	5%
